Screening data: PubChem BioAssay, National Center for Advancing Translational Sciences (NCATS)
LMNA splice mod = LMNA splicing modulation. HeLa LMNA splicing GFP/RFP minigene ratio, 48 h. Potency, µM (titrated, usually from 46.1 µM), for the others: top-dose ratio change, negative = inhibition, actives largely listed as inhibitors. hit rate 0.01% among 200,000; active means well fitted inhibition curve with a large enough effect in the signal ratio, with a control signal flat, not every such curve was filed as active; inconclusive means small, poorly fitted or top-dose-only effect, or effect the other way, or a change in a side signal; the % refers to the signal ratio; further: on the % scale 0 is the no-effect control and ±100 the full control effect
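S3 HeLa stable clones carrying a lamin A-EGFP splicing minigene plus DsRed2 were seeded at 600 cells/well in Opti-MEM with 2% FBS, pin-dosed and incubated 48 h at 37°C. Acumen cytometry (488 nm) gave the GFP/RFP total-intensity ratio.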
TexasRed fluor = alters Texas Red total fluorescence, flagging assay interference | TRb/SRC2 Texas Red total fluorescence interference | Potency, µM (doses to about 106 µM), inactives show at the top dose fluorescence change, negative = quenching | hit rate 0.29% among 280,000 | AID 1479; active means well fitted curve in either direction with a large enough effect; inconclusive means small, poorly fitted or top-dose-only effect; further: on the % scale 0 is the no-effect control and ±100 the full control effect
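Flags fluorescent or light-absorbing compounds by total fluorescence, S + 2P, at 555 nm excitation and 632 nm emission. Mixture: 20 nM Texas Red SRC2 peptide, 0.6 uM human TRb LBD, 1 uM T3, 5% DMSO; compound exposure 5 h at ambient temperature.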
RGS12 GoLoco inh = inhibitors of human Gai1-RGS12 GoLoco interaction (red fluorophore); P63096; Gai1:RGS12 GoLoco peptide FP, rhodamine, 10 min; Potency, µM (titrated, usually from 61.6 µM), for inactives: at the top dose activity, negative = inhibition, usual class: inhibitors; hit rate 0.44% among 230,000; AID 880; active means well fitted inhibition curve with a large enough effect, not every such curve was filed as active; inactive means no such curve, though single readings can be large or run the other way; further: on the % scale 0 is the no-effect control and ±100 the full control effect; nearly all actives have a fitted effect of over 30% in size; many of its hits are not listed in these tables
RECQ1 inh = inhibitors of human RECQ1 DNA helicase; P46063; RECQ1 DNA unwinding, red fluorescence kinetic read; Potency, µM (series often up to 57.3 µM), for the others: at the top dose activity, negative = inhibition, usual class: inhibitors; hit rate 0.54% among 240,000;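 further: plate controls were vehicle for no effect and no enzyme for full effect; nearly all actives have a fitted effect of over 30% in size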
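RECQ1T1 50 nM; forked duplex (20 bp + 30-nt ss tails) 200 nM, ATP 2 mM final; pH 8.0, 2 mM MgCl2, 2.5 ug/ml poly(dI-dC); 15 min compound preincubation; discontinuous kinetic read over 2 h at RT.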
SMN2 splice up = SMN2 splice variant enhancement; Potency, µM (highest dose often 46.1 µM), inactives show top-dose activity change, positive = activation, most hits filed as activators; hit rate 2.8% among 210,000; HEK293 SMN2-luciferase splicing reporter, luminescence, 30-36 h; further: % of control where 0% means no effect; nearly all actives have a fitted effect of over 55% in size
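HEK293 cells carry an SMN2 […]–luciferase reporter in which exon 7 inclusion puts luciferase in frame. Cells were plated 10-12 h before compound addition, then incubated 30-36 h at 37C. ONE-Glo luminescence was read; sodium butyrate at 4.5 mM final served as control.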
TRb SRC2 PPI = TRbeta-SRC2 interaction inhibition. TRbeta-SRC2 peptide binding, fluorescence polarization; receptor liganded with 1 µM T3. Potency, µM (series often up to 106 µM), without a hit: at the top dose activity change, negative = inhibition, usual class: inhibitors. hit rate 0.065% among 280,000. AID 1469;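 further: plate controls were bound peptide for no effect and peptide without receptor for full effect; nearly all actives have a fitted effect of over 50% in size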
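TRb LBD 0.6 uM + Texas Red SRC2 peptide 20 nM, 1 uM T3, Tris buffer w/ 5% DMSO; compound pinned, 5 h RT; FP read ex 555/em 632; normalized to unbound and bound controls.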
KDM4E inh = JMJD2E (human) inhibition. JMJD2E catalytic domain, FDH-coupled NADH fluorescence (FDH is formaldehyde dehydrogenase). Potency, µM (doses to about 57.1 µM), for the others: at the highest dose activity change, negative = inhibition, usual class: inhibitors. hit rate 1.6% among 230,000. AID 2147; active means well fitted inhibition curve with a large enough effect, not every such curve was filed as active; inconclusive means small, poorly fitted or top-dose-only effect, or another doubt; inactive means no such curve, though single readings can be large or run the other way;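 further: 0% = wells with enzyme and -100% = buffer wells without enzyme; nearly all actives have a fitted effect of over 50% in size; many of its hits are not listed in these tables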
Target sequence (B2RXH2 1-337 limits assumed): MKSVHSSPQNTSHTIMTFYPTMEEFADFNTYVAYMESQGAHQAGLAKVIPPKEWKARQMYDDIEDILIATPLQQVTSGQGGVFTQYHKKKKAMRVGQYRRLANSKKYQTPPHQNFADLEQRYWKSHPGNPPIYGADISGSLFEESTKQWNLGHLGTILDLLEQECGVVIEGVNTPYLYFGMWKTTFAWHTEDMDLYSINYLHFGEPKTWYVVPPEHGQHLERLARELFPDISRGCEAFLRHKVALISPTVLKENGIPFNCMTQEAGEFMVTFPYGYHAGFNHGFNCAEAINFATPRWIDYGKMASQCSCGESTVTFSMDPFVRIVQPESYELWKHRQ
ALDH1A1 inh = ALDH1A1 (human) enzyme inhibition | P00352 | Purified ALDH1A1, NADH fluorescence, propionaldehyde substrate | Potency, µM (series often up to 75.3 µM), without a hit: at the highest dose activity, negative = inhibition, most hits filed as inhibitors | hit rate 7.3% among 220,000 | AID 1030; active means well fitted inhibition curve with a large enough effect, not every such curve was filed as active; inconclusive means small, poorly fitted or top-dose-only effect, or another doubt; inactive means no such curve, though single readings can be large or run the other way;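 further: plate controls were no enzyme wells and a reference inhibitor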
Target sequence (P00352 whole entry, looked up): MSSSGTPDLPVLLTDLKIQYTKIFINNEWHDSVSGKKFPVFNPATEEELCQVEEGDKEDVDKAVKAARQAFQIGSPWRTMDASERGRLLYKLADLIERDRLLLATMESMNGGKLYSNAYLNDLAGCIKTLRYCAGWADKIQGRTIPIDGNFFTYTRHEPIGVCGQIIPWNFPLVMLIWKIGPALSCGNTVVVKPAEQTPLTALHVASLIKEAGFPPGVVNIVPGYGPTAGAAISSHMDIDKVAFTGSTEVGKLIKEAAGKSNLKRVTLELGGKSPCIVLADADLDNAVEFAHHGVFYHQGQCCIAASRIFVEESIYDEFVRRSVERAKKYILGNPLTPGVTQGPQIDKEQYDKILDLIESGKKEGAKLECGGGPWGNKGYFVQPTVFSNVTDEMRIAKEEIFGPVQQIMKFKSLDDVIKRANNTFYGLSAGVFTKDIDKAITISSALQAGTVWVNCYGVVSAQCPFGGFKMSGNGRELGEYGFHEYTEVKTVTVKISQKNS
Active calls of the source: *; [ ] = remark or other dose. Unless noted, the call rests on the fitted dose curve; in most records, active means well fitted curve in the direction sought with a large enough effect; inconclusive means small, poorly fitted or top-dose-only effect, or another doubt; inactive means no such curve, though single readings can be large; an effect the other way counts as inactive or inconclusive. Potency means the concentration at half of the fitted maximal effect.

Screening COc1ccc(N2C(=O)CC(N3CCN(Cc4ccc5c(c4)OCO5)CC3)C2=O)cc1 (configuration not stated) returned LMNA splice mod 17%[46 µM], TexasRed fluor 0%, RGS12 GoLoco inh -12%, RECQ1 inh -15%, SMN2 splice up 1%, TRb SRC2 PPI 1%, KDM4E inh -5% and ALDH1A1 inh 28µM*.
CC1(C)OC(=O)C(=CNC(CO)C(=O)O)C(=O)O1 (configuration not stated) was read as LMNA splice mod -5%[9.22 µM], TexasRed fluor -1%, RGS12 GoLoco inh -3%, RECQ1 inh inactive, SMN2 splice up 0%, TRb SRC2 PPI -3%, KDM4E inh 2% and ALDH1A1 inh 7%.
Screening Cc1cc(SCC(=O)c2cccs2)n2nc(C)c(-c3ccc(Cl)cc3)c2n1 returned LMNA splice mod inconclusive, TexasRed fluor -6%, RGS12 GoLoco inh 9%, RECQ1 inh -8%, SMN2 splice up -16%, TRb SRC2 PPI -2%, KDM4E inh 0% and ALDH1A1 inh inconclusive.
For O=c1cc(CSc2ccc(S(=O)(=O)N3CCCCC3)cn2)nc2sccn12 the results were LMNA splice mod 6%, TexasRed fluor -1%, RGS12 GoLoco inh 7%, RECQ1 inh 0%, SMN2 splice up -3%, TRb SRC2 PPI -4%, KDM4E inh 1% and ALDH1A1 inh inconclusive.
COC1(OC)N=C(N)C2(C#N)C(c3ccc(F)cc3)C12C#N (configuration not stated) was read as LMNA splice mod -11%, TexasRed fluor -3%, RGS12 GoLoco inh -1%, RECQ1 inh inactive, SMN2 splice up -1%, TRb SRC2 PPI -15%, KDM4E inh -7% and ALDH1A1 inh 2%.
COc1ccc(Cc2noc(-c3ccc(C)cc3)n2)cc1 was read as LMNA splice mod 8%, TexasRed fluor -2%, RGS12 GoLoco inh 4%, RECQ1 inh -16%, SMN2 splice up -2%, TRb SRC2 PPI 2%, KDM4E inh -4% and ALDH1A1 inh 11%.
Cc1c(Cl)cccc1NC(=S)N1CCCN(Cc2ccccc2F)C1 was read as LMNA splice mod 4%[46 µM], TexasRed fluor 0%, RGS12 GoLoco inh 9%, RECQ1 inh -3%, SMN2 splice up -1%, TRb SRC2 PPI -4%, KDM4E inh 49%[activator] and ALDH1A1 inh -4%.
O=C(Nc1cccc(F)c1)c1ccco1 was read as LMNA splice mod inconclusive, TexasRed fluor -3%, RGS12 GoLoco inh -15%, RECQ1 inh -11%, TRb SRC2 PPI 2%, KDM4E inh -7% and ALDH1A1 inh 3%.
For COc1ccc(-c2cc3cc(C(=O)O)ccn3c2C(=O)c2ccccc2)cc1 the results were TexasRed fluor 1%, RGS12 GoLoco inh -2%, RECQ1 inh inactive, TRb SRC2 PPI -5% and KDM4E inh 1%.
`O=S(=O)(Nc1ncccn1)c1ccc(NC(=S)NCCc2ccccc2)cc1` gave LMNA splice mod 7%[46 µM], TexasRed fluor 0%, RGS12 GoLoco inh 18%, RECQ1 inh -14%, SMN2 splice up -3%, TRb SRC2 PPI -1%, KDM4E inh 1% and ALDH1A1 inh 5%.
For CCOC(=O)C(NCCc1ccccc1)(NC(=O)CC)C(F)(F)F (configuration not stated) the results were LMNA splice mod 0%, TexasRed fluor -8%, RGS12 GoLoco inh 3%, RECQ1 inh -5%, SMN2 splice up -8%, TRb SRC2 PPI 9%, KDM4E inh 3% and ALDH1A1 inh 14%.
For COc1ccc(-c2cc(=O)[nH][nH]2)cc1 the results were LMNA splice mod 15%, TexasRed fluor -5%, RGS12 GoLoco inh 8%, RECQ1 inh 9%, SMN2 splice up 4%, TRb SRC2 PPI inconclusive, KDM4E inh inconclusive and ALDH1A1 inh -2%.
CC(C)NC(=O)N1CCCC2(CCN(C(=O)c3ccco3)CC2)C1 was read as RGS12 GoLoco inh 22%, RECQ1 inh inactive, SMN2 splice up 2% and ALDH1A1 inh -3%.
COc1ccc(C(=O)c2c(C)oc3cc([N+](=O)[O-])c(O)c([N+](=O)[O-])c23)cc1 was read as LMNA splice mod inconclusive, TexasRed fluor -5%, RGS12 GoLoco inh -1%, RECQ1 inh 0%, SMN2 splice up -3%, TRb SRC2 PPI -4%, KDM4E inh -9% and ALDH1A1 inh -9%.
COc1cccc(=O)c2c(C)n(CC(=O)c3ccccc3)c(C)c12 was read as LMNA splice mod -3%[46 µM], TexasRed fluor -1%, RGS12 GoLoco inh 40%, RECQ1 inh -18%, TRb SRC2 PPI 4%, KDM4E inh -11% and ALDH1A1 inh inconclusive.
O=C(COC(=O)CCc1c[nH]c(=O)[nH]1)Nc1ccccc1Cl was read as LMNA splice mod 13%, TexasRed fluor 0%, RGS12 GoLoco inh -8%, RECQ1 inh inactive, SMN2 splice up 3%, TRb SRC2 PPI 5%, KDM4E inh -26% and ALDH1A1 inh -8%.
CC(=O)c1cc2c(cc1NC(=O)c1cc(C)nn1-c1ccccc1)OCO2 was read as LMNA splice mod inconclusive, TexasRed fluor -5%, RGS12 GoLoco inh 5%, RECQ1 inh -1%, SMN2 splice up -10%, TRb SRC2 PPI 0%, KDM4E inh inconclusive and ALDH1A1 inh inconclusive.
`CCOC(=O)COc1ccc(S(=O)(=O)NCC2CCCO2)cc1` (configuration not stated) gave LMNA splice mod -9%, TexasRed fluor 0%, RGS12 GoLoco inh 11%, RECQ1 inh -2%, SMN2 splice up -3%, TRb SRC2 PPI -17%, KDM4E inh 15% and ALDH1A1 inh -4%.
For CC(C)(C)C(=O)Nc1nnc(-c2ccccc2)c(-c2ccccc2)n1 the results were TexasRed fluor 2%, RGS12 GoLoco inh -96%, RECQ1 inh -28%, TRb SRC2 PPI 0% and KDM4E inh 3%.
Screening O=C(O)c1ccccc1N/N=C/c1cc(Br)cc(Br)c1O returned TexasRed fluor -9%, RGS12 GoLoco inh 3%, RECQ1 inh -1%, TRb SRC2 PPI -3% and KDM4E inh -9%.
Screening O=S(=O)(c1ccc(F)cc1)N1CCn2c(nc3ccccc32)C1 returned LMNA splice mod -2%, TexasRed fluor 1%, RGS12 GoLoco inh -1%, RECQ1 inh -11%, SMN2 splice up -6%, TRb SRC2 PPI -6%, KDM4E inh 1% and ALDH1A1 inh 3%.
`COc1ccc(C2CC(=O)C(C=NCCN3CCN(C(C)=O)CC3)=C(O)C2)cc1OC` (configuration not stated) gave LMNA splice mod -2%, TexasRed fluor -3%, RGS12 GoLoco inh -2%, RECQ1 inh inactive, SMN2 splice up -9%, TRb SRC2 PPI -2%, KDM4E inh -1% and ALDH1A1 inh 1%.
For CC1(C)N=C(SCC(=O)Nc2ccc(Cl)cc2)C(c2ccc(Cl)cc2)=N1 the results were LMNA splice mod inconclusive, TexasRed fluor 4%, RGS12 GoLoco inh 3%, RECQ1 inh -12%, SMN2 splice up -16%, TRb SRC2 PPI -14%, KDM4E inh -10% and ALDH1A1 inh -9%.
For Cc1c(NS(=O)(=O)c2ccc(NCCN3CCOCC3)c([N+](=O)[O-])c2)c(=O)n(-c2ccccc2)n1C the results were TexasRed fluor -5%, RGS12 GoLoco inh 2%, RECQ1 inh -2%, SMN2 splice up 19%, TRb SRC2 PPI -3%, KDM4E inh 2% and ALDH1A1 inh 7%.
Screening CCCCn1c(C)nc2c(=O)n(C)c(=O)[nH]c21 returned LMNA splice mod 20%, TexasRed fluor 0%, RGS12 GoLoco inh 9%, RECQ1 inh 10%, SMN2 splice up 21%, TRb SRC2 PPI 4%, KDM4E inh -7% and ALDH1A1 inh 9%.
For Clc1ccccc1CSc1nnc(-c2cccnc2)n1Cc1ccco1 the results were LMNA splice mod inconclusive, TexasRed fluor -1%, RGS12 GoLoco inh 14%, RECQ1 inh 14%, SMN2 splice up 6%, TRb SRC2 PPI -15%, KDM4E inh inconclusive and ALDH1A1 inh 7.9µM*.
For O=C(NNc1ccc(Cl)nn1)c1ccc(Cl)cc1 the results were LMNA splice mod -11%, TexasRed fluor 0%, RGS12 GoLoco inh 6%, RECQ1 inh 3%, SMN2 splice up 12%, TRb SRC2 PPI 1%, KDM4E inh 9% and ALDH1A1 inh 4%.
Screening O=C(CCSc1nnc2scc(-c3ccccc3)n12)Nc1nc(-c2ccccc2)ns1 returned LMNA splice mod -2%, TexasRed fluor 0%, RGS12 GoLoco inh 2%, RECQ1 inh 13%, SMN2 splice up -9%, TRb SRC2 PPI 6%, KDM4E inh 1% and ALDH1A1 inh 2%.
Screening COc1ccc(-c2nc(CSCC(=O)N3CCN(C)CC3)c(C)o2)cc1OC returned LMNA splice mod 4%, TexasRed fluor -9%, RGS12 GoLoco inh 12%, RECQ1 inh -2%, SMN2 splice up 11%, TRb SRC2 PPI -4%, KDM4E inh inconclusive and ALDH1A1 inh -5%.
Nc1c(C(=O)NCCC2=CCCCC2)sc2ccc(S(=O)(=O)N3CCCCC3)cc12 was read as LMNA splice mod inconclusive, TexasRed fluor -4%, RGS12 GoLoco inh 4%, RECQ1 inh inconclusive, SMN2 splice up -44%[inhibitor], TRb SRC2 PPI -1%, KDM4E inh inconclusive and ALDH1A1 inh inconclusive.
`COC(=O)c1sccc1NC(=O)c1ccc(C)o1` gave LMNA splice mod 5%, TexasRed fluor -6%, RGS12 GoLoco inh 6%, RECQ1 inh inactive, SMN2 splice up -14%, TRb SRC2 PPI -5%, KDM4E inh -29% and ALDH1A1 inh -4%.
For CCOC(=O)C1=C(C)NC(=O)NC1c1ccc(NC(C)=O)cc1 (configuration not stated) the results were LMNA splice mod 1%, TexasRed fluor -2%, RGS12 GoLoco inh 4%, RECQ1 inh -6%, SMN2 splice up -5%, TRb SRC2 PPI 1%, KDM4E inh -7% and ALDH1A1 inh -3%.
O=C(O)C1=C[C@@H](c2coc3ccccc3c2=O)C[C@@H](OCCCCO)O1 was read as TexasRed fluor -2%, RGS12 GoLoco inh 4%, RECQ1 inh -11%, TRb SRC2 PPI -6%, KDM4E inh -29% and ALDH1A1 inh -14%.
For Cc1cnc(CNc2ncncc2-c2ccccc2C(F)(F)F)cn1 the results were LMNA splice mod -4%, TexasRed fluor -4%, RGS12 GoLoco inh -26%, RECQ1 inh 6%, SMN2 splice up -12%, TRb SRC2 PPI -1%, KDM4E inh inconclusive and ALDH1A1 inh inconclusive.

This is a subset, so the mix of outcomes need not match the whole.
